Assay outcomes as filed in PubChem.
SR-BI DiI-HDL act = enhances SR-BI lipid uptake from DiI-HDL | CHO ldlA[mSR-BI] cells, DiI-HDL uptake fluorescence, 3 h; 100 = double the neutral-control signal | activation, % at 12.5 µM | 320,000 compounds, 0.096% hits;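 active = mean replicate activation of at least 60% and every replicate at or above 60%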;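 note: 0% = median plate neutral-control signal and 100% = twice that signal; values of inactives mirror those of a sister screen read the other way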
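Test system: SR-BI-overexpressing, LDLR-lacking CHO cells; Also added: labelled HDL, 10 µg/mL; Measured by: bottom-read cell fluorescence after medium removal, ex 550/em 595 nm; Timing: 3 h uptake period with compound, 37 °C; Buffer or medium: F12, 0.5% BSA, 25 mM HEPES; Doses: single compound concentration, delivered by pin transfer.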
PKA-R2B activ = PKA-R2B complex activation; P22694+P31323; PKA-R2B holoenzyme dissociation, Cy5-IP20 fluorescence polarization; R2B truncated from residue 108, S112A mutant; 0% DMSO only, 100% 113 µM cGMP; activation, % at 11.4 µM; 340,000 compounds, 0.079% hits; AID 504700;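 active = activation above a cutoff set at the mean over all compounds plus 3 SD, cut at about 18% in these data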;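 note: higher means more holoenzyme dissociation and a rise in polarization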
Target sequence (P31323 whole entry, looked up, other chains not shown, the tested form may be a part): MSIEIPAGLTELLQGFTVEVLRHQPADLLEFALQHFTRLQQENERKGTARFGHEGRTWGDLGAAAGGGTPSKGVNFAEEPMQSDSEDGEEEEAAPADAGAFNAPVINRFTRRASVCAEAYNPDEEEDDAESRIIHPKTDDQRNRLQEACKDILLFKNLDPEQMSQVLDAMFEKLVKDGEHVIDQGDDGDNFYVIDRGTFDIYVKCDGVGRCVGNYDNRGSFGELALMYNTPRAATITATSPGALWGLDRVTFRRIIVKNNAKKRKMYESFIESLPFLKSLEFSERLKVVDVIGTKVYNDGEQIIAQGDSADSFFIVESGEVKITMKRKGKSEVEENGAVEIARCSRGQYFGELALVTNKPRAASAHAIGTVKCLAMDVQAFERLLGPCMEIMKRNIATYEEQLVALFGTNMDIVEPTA
LANA DNA inh = blocks KSHV LANA C-terminal domain binding to DNA; inhibition, % at 9 µM; AID 504423; 340,000 compounds, 0.078% hits; MBP-C-LANA/FAM-LBS DNA binding, fluorescence polarization;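 active = highest replicate inhibition at or above 60% at 9 µM, even if other replicates fall short; inactive = all replicates below 60% inhibition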;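 note: 0% = neutral control wells and 100% = 4 µM acridine orange control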
Keap1-Nrf2 PPI = Keap1-Nrf2 (human) interaction inhibition; Q14145; Keap1 Kelch-Nrf2 peptide fluorescence polarization, 1536-well; inhibition, % at 9.4 µM; 340,000 compounds, 0.15% hits; AID 504523; in the data active = inhibition above about 12%;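 note: human Keap1 Kelch domain with fluorescein labeled Nrf2 9mer peptide probe; 0% = neutral control wells and 100% = peptide positive control; higher means more block of Keap1 binding to Nrf2 peptide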
CAL PDZ FP-1 = blocks peptide binding to the human CAL PDZ domain; purified CAL PDZ, TMR-peptide fluorescence polarization, 1 h; inhibition, % at 24.9 µM; 300,000 compounds, 0.92% hits; AID 602252;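 active = mean inhibition of at least 30% with at least half of replicates also reaching 30%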;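 note: 0% = DMSO neutral control and 100% = excess unlabeled competitor peptide PRC23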
DAGLB inhibitor = blocks human DAGLB lipase activity. 340,000 compounds, 0.059% hits. Q8NCG7. AID 504411. inhibition, % at 5.17 µM. HEK293T DAGLB membrane lysate, EnzChek fluorogenic substrate; in the data active = inhibition above about 34%;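 note: 0% = enzyme with vehicle and 100% = wells lacking enzyme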
RTF Ca sens inh = cardiac RTF calcium desensitization. IANBD-labeled cardiac RTF, Ca2+ fluorescence. inhibition, % at 7.15 µM. 340,000 compounds, 0.12% hits;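 active = inhibition above the mean inhibition of all tested compounds plus 3 SD, cut at about 17% in these data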;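 note: assay run at fixed EC70 calcium of 1.6 mM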
RTF Ca sens act = cardiac RTF calcium sensitization; 340,000 compounds, 0.24% hits; IANBD-labeled TnC RTF fluorescence at EC20 calcium; 0% EC20 calcium, 100% full calcium; activation, % at 7.2 µM; P19429+P45379;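 active = activation above the mean over all tested compounds plus 3 SD, cut at about 30% in these data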;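 note: rise in fluorescence read as greater calcium sensitivity of cardiac thin filaments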
Rtt109 Vps75 = C. albicans Rtt109 histone acetyltransferase inhibition; purified Rtt109/Vps75, ThioGlo CoA-SH fluorescence, 4 h; 330,000 compounds, 0.16% hits; inhibition, % at 34.9 µM; Q5AAJ8;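 active = inhibition of at least 50% in every replicate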
Target sequence (Q5AAJ8 whole entry, looked up): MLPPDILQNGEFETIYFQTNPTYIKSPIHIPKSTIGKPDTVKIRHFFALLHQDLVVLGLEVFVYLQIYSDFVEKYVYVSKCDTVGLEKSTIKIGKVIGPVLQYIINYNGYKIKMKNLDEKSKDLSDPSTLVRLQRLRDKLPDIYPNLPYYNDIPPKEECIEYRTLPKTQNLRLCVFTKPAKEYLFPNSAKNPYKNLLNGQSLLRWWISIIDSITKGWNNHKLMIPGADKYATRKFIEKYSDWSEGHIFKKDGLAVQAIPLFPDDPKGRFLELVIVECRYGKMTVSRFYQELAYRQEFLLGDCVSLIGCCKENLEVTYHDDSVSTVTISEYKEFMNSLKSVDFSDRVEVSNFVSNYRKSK
CAL PDZ FP-2 = inhibitors of human CAL PDZ peptide binding; Q9HD26; purified CAL PDZ, TMR-peptide fluorescence polarization, 1 h; inhibition, % at 20 µM; 330,000 compounds, 0.02% hits; AID 504414;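 active = highest replicate inhibition of at least 40%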;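 note: plate controls were DMSO neutral control wells for no effect and unlabeled competitor peptide control wells for full effect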
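System: tagged CAL PDZ domain. Schedule: 1 h room-temperature incubation prior to read. Signal: fluorescence polarization (mP). Measure: percent inhibition from loss of millipolarization.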
An asterisk follows results filed as active; · = no result given. The order is random; 1.6% or so of the library scored in one or more.

SMILES | SR-BI DiI-HDL act | PKA-R2B activ | LANA DNA inh | Keap1-Nrf2 PPI | CAL PDZ FP-1 | DAGLB inhibitor | RTF Ca sens inh | RTF Ca sens act | Rtt109 Vps75 | CAL PDZ FP-2
COc1ccc(-c2cc(C(=O)N3CCc4ccccc4C3)no2)cc1OC | -13 | -10 | -1.3 | -1 | -3 | -1 | 0 | -4 | 10 | -2.0
Cc1cc(=O)[nH]c(SCC(=O)Nc2nnc(SCc3ccccc3)s2)n1 | 13 | -9 | 0.5 | -1 | -4 | 1 | 0 | 2 | 4 | ·
CCC(C)n1c(C)nc2c(c1=O)c1nc3ccccc3nc1n2CCC1=CCCCC1 (stereo unspecified) | -45 | -7 | -1.0 | -3 | 0 | -2 | -1 | -1 | 1 | -1.8
O=c1c(-c2ccc([N+](=O)[O-])cc2)coc2c(O)c(O)ccc12 | · | -11 | 13 | -2 | 22 | 25 | -1 | -4 | 8 | 0.1
COc1ccccc1CNC(=O)CN(C)CC(=O)Nc1ccccc1Br | -26 | -3 | -0.4 | -3 | -2 | 0 | -5 | 0 | 1 | -0.3
COc1cccc2cc(C(=O)N3CCN(C(=O)c4ccccc4)CC3)c(=O)oc12 | 14 | -4 | -2.2 | -1 | 0 | 2 | -3 | -1 | 5 | -1.1
O=C(O)c1ccc(Nc2nc(-c3cc4ccccc4oc3=O)cs2)cc1O | 3 | · | 0.8 | -1 | 3 | · | · | · | 8 | 0.2
COC(=O)CNC(=O)COC(=O)/C=C/c1ccc2ccccc2n1 | 3 | -4 | 0.3 | -2 | -4 | 0 | -4 | -1 | 6 | -2.7
Cc1cc(C)n2nc(CC(=O)NNC(=O)c3ccc(N(C)C)cc3)nc2n1 | 29 | -5 | 1.2 | -3 | -3 | 0 | 0 | -5 | 24 | -2.2
COc1cc2sc(-c3ccc(S(C)(=O)=O)cc3)c(C(=O)NCc3ccc(C)o3)c2cc1OC | -11 | 9 | 0.9 | -2 | -1 | 4 | -15 | 0 | -2 | -0.8
CCCCCn1c(CN2CCN(Cc3ccccc3)CC2)nc2c1c(=O)[nH]c(=O)n2C | -18 | 4 | -0.1 | -3 | · | 1 | -6 | 5 | 7 | -2.5
CCNc1nc(NCC)nc(SCCOC(=O)Nc2ccccc2)n1 | · | -5 | 0.7 | -1 | 11 | 0 | 4 | -4 | 4 | -4.3
COc1ccc(CCNC(=O)CS(=O)(=O)Cc2nc(-c3ccc(C)cc3)oc2C)cc1OC | -11 | -8 | -0.5 | 2 | -2 | 2 | 8 | 2 | -2 | -2.4
COc1ccc(Br)cc1/C=N/NC(=O)c1ccc(COc2ccc3c(c2)CCC3)o1 | -54 | -4 | 3.5 | -4 | -2 | 0 | -15 | 0 | 3 | ·
COc1ccc(-n2c(SCC(=O)Nc3ccc(C(N)=O)cc3)nc3c([nH]c4ccccc43)c2=O)cc1OC | · | 13 | 1.6 | 1 | · | -1 | 2 | -4 | 3 | -3.5
C=CCN(C(=O)c1cccc(C(F)(F)F)c1)C1(C(=O)Nc2ccccc2)CCN(C(C)C)CC1 | · | -4 | -0.6 | 2 | 1 | -3 | 1 | 4 | 1 | -1.3
CC(=O)Nc1ccc2nc(-c3cccn3C)[nH]c2c1 | -8 | -12 | -7.8 | 4 | 35* | 1 | -13 | 1 | -2 | 1.1
CCCC(=O)Nc1ncnc2c1ncn2[C@@H]1O[C@@H]2OP(=O)(O)OC[C@H]2[C@H]1OC(=O)CCC | 6 | 43* | -0.6 | -1 | -4 | 3 | -12 | -1 | 7 | -0.1
Fc1ccc(-n2c(-c3ccco3)nc3nc4ccccc4nc32)cc1 | 17 | -4 | 0.2 | -5 | -2 | 2 | -2 | -3 | -1 | ·
Cc1ccc(-n2c(=S)sc3c(=O)n(-c4ccc(F)cc4)c(SCC(=O)O)nc32)cc1C | 3 | -15 | 1.9 | -4 | -3 | 4 | -12 | -3 | 5 | -0.6
COc1ccc(NC(=O)CCS(=O)(=O)c2ccccc2Cl)cc1S(=O)(=O)Nc1ccc(Cl)cc1 | · | -3 | 1.3 | -2 | 0 | 0 | -8 | -2 | 15 | -1.4
O=C(Cc1ccc(S(=O)(=O)N2CCCC2)s1)N1CCN(c2ccccc2)CC1 | -2 | 6 | -0.5 | 1 | 3 | -2 | 13 | -1 | -17 | 1.6
O=C(c1cc2ccccc2oc1=O)N1CCN(c2ccccn2)CC1 | 32 | -11 | -0.1 | -6 | -2 | -5 | 3 | -8 | 3 | -2.5
COc1ccccc1NS(=O)(=O)c1ccc(NN=C2CCCC2)c([N+](=O)[O-])c1 | 2 | -3 | -2.5 | -2 | 0 | 12 | 10 | -1 | 0 | -0.8
CCN1C(=O)[C@H]2[C@@H](c3ccc(-c4ccc(OC)cc4)c(OC)c3)N[C@@](C)(C(=O)OC)[C@H]2C1=O | -7 | -3 | -0.5 | -5 | -2 | -2 | -1 | -2 | 3 | -1.0

Results in DAGLB inhibitor, PKA-R2B activ and RTF Ca sens inh (two entries from above):
| smiles | DAGLB inhibitor | PKA-R2B activ | RTF Ca sens inh |
| --- | --- | --- | --- |
| O=C(Cc1ccc(S(=O)(=O)N2CCCC2)s1)N1CCN(c2ccccc2)CC1 | -2 | 6 | 13 |
| Fc1ccc(-n2c(-c3ccco3)nc3nc4ccccc4nc32)cc1 | 2 | -4 | -2 |

(continued)
SMILES | SR-BI DiI-HDL act | PKA-R2B activ | LANA DNA inh | Keap1-Nrf2 PPI | CAL PDZ FP-1 | DAGLB inhibitor | RTF Ca sens inh | RTF Ca sens act | Rtt109 Vps75 | CAL PDZ FP-2
CCCCOC(=O)c1ccc(NC(=O)C(CCS(C)(=O)=O)NC(C)=O)cc1 (stereo unspecified) | 14 | 0 | 0.6 | 4 | -3 | 4 | -11 | -1 | -8 | 0.1
Cc1ccc(S(=O)(=O)NC(=NC(C)C(=O)O)c2ccccc2)cc1 (stereo unspecified) | 12 | -4 | -3.2 | 1 | 0 | 0 | 2 | 0 | 0 | -1.2
O=C(N/N=C/c1ccco1)Nc1ccccc1 | -6 | -5 | -2.7 | -1 | 1 | -1 | -2 | -3 | 16 | -2.1
C/C=C(\C)CN1CCCC(CO)(Cc2ccccc2)C1 (stereo unspecified) | 6 | -7 | -0.4 | 0 | · | 1 | -4 | -1 | -4 | -0.3
O=C(/C=C/c1ccc(Cl)cc1)NCCc1ccccc1 | 14 | 4 | -0.8 | 4 | -3 | -6 | 1 | 4 | 6 | -3.8
N/C(=N\OC(=O)C12CC3CC(CC(C3)C1)C2)c1cccnc1 | 17 | -2 | 2.0 | -5 | -5 | -1 | -22 | 13 | -9 | 0.2
CCOC(=O)N1CCC(NC(=O)CSc2cc(=O)n(C)c3ccccc23)CC1 | -12 | -9 | 0.2 | -5 | 1 | -1 | -4 | 1 | · | -2.6
Cc1csc(NC(=O)c2ccc(Br)s2)n1 | -10 | -7 | -1.5 | -4 | -4 | 3 | 7 | 2 | -2 | -1.4
CC1=C(C(=O)OCc2ccccc2)N2C(=O)[C@@H](NC(=O)COc3ccccc3)[C@H]2SC1 | -57 | 3 | -0.2 | -2 | 0 | -3 | 0 | 2 | 2 | -0.8
CCOC(=O)c1c(C)n(C)c2ccc(O)c(CN3CCN(C)CC3)c12 | -2 | -12 | -0.9 | 4 | -2 | 0 | 4 | 11 | · | -1.6
CCN(CC)S(=O)(=O)c1ccc(=O)[nH]c1 | 2 | 10 | -1.6 | -1 | -2 | 0 | 10 | -3 | · | 0.8
O=C(Nc1ccc(F)cc1)C1COc2ccccc2O1 (stereo unspecified) | 9 | -6 | 0.8 | 5 | -3 | -4 | 3 | 12 | 1 | -0.6
COc1ccc(CNC(=O)N2CCN(S(=O)(=O)c3ccccc3)CC2)cc1 | · | -9 | -1.4 | -9 | 2 | -2 | -12 | 3 | · | -3.3
CCOc1ccc(S(=O)(=O)N2CCN(C(=O)c3cc4c(s3)CCCC4)CC2)cc1 | -4 | -7 | 0.8 | 0 | 0 | 3 | -6 | 5 | -6 | -1.7
CCOC(=O)C(CC)Sc1ncnc2nc[nH]c12 (stereo unspecified) | 15 | -4 | 0.9 | 0 | -4 | 0 | -7 | 0 | 6 | 0.0
Cc1ccccc1OCC(=O)NNC(=S)NC(=O)c1ccccc1[N+](=O)[O-] | 12 | -11 | 0.8 | 4 | -3 | 7 | 1 | 1 | 4 | -0.4
O=C(c1ccccc1)c1cccc[n+]1[O-] | 22 | 9 | 1.2 | -1 | -18 | 1 | -1 | 9 | 5 | 0.9
Cc1ccc(C(=O)NC2CCS(=O)(=O)C2)cc1S(=O)(=O)N1CCOCC1 (stereo unspecified) | -2 | 2 | 1.0 | -2 | -2 | 0 | -6 | -1 | -1 | -1.9
COc1ccc(-c2nn(-c3ccccc3)cc2CNCCN2CCOC2=O)c(F)c1 | 4 | -4 | -0.1 | -2 | -4 | 0 | -13 | -4 | 4 | -1.0
CCOC(=O)C1CCCN(c2c(NCCc3ccc(C)cc3)c(=O)c2=O)C1 (stereo unspecified) | · | 7 | -0.8 | -6 | -4 | -3 | -6 | -1 | 1 | -1.9
CCC(C)NC(=O)CN1C(=O)CC(C)(C)S(=O)(=O)c2ccccc21 (stereo unspecified) | 17 | -4 | 1.3 | 0 | 0 | -2 | -10 | -3 | 3 | 1.0
CC(OC(=O)C1CCN(S(=O)(=O)c2ccc3c(c2)OCCO3)CC1)C(=O)N(C)c1ccccc1 (stereo unspecified) | -1 | 0 | 2.3 | -3 | · | 0 | -5 | -1 | -2 | 0.2
CCCc1nc2n[nH]c(N)c2c2c1CCC2 | 7 | -2 | -1.1 | 5 | · | 2 | -7 | -2 | -15 | 0.0
COc1ccc(-c2nnc(SC(=O)N3c4ccccc4Sc4ccccc43)o2)cc1 | 16 | 6 | -1.3 | -7 | 0 | 15 | -6 | 2 | 7 | 0.3
COc1ccc([C@@]2(C(C)C)ON(c3ccccc3C(F)(F)F)C2=O)cc1 | -23 | -10 | 0.8 | 0 | -5 | -9 | 0 | -6 | 8 | -1.2
CC(C)(C)OC(=O)N1CCC(c2c(C(=O)NCC3CCN(C4CCCC4)C3)cnn2-c2cccc(Cl)c2)CC1 (stereo unspecified) | 3 | 4 | -0.5 | -3 | -5 | 0 | -2 | -3 | 6 | -0.8
COc1cc(C(=O)COC(=O)CNC(=O)C2CCCCC2)cc(OC)c1OC | -4 | -10 | 0.9 | 1 | 0 | 1 | -16 | -4 | -1 | -0.5
CC1CCCN(S(=O)(=O)c2ccc(NC(=O)CN3CCN(C)CC3)cc2)C1 (stereo unspecified) | 48 | 9 | 0.1 | 0 | · | 0 | -3 | -3 | 14 | -0.5
C=C(C)COc1ccc2c(C)c(CCC(=O)N3C[C@H]4C[C@@H](C3)c3cccc(=O)n3C4)c(=O)oc2c1 | 3 | -8 | 0.2 | -1 | -2 | -2 | 1 | 9 | 9 | -0.6
